From PubChem
KOR beta-arrestin-1: KOR antagonists, beta-arrestin recruitment, cell-based, luminescence, uHTS (AID 1778) | KOR beta-arrestin recruitment, luminescence, antagonist mode; higher % means a stronger effect | inhibition, % at 10 µM, or IC50 in µM where a hit was titrated | hit rate 0.091% among 290,000; further: strong numbers were not always called active
ER stress rescue: rescue of cells from ER stress-induced death, primary screen, 384-well, CSM14.1, thapsigargin, ATP luminescence (AID 1222); CSM14.1 thapsigargin-induced death rescue, ATP luminescence; higher % means a stronger effect; cellular ATP content (survival), % at 20 µM, or EC50 in µM where a hit was titrated; 190,000 tested, under 10 active;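 active means EC50 below 50 µM in the dose-response confirmation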;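 further: death triggered by thapsigargin at about 15 µM added after 2 h compound pretreatment; cell ATP read after overnight thapsigargin exposure of roughly 18 to 22 hours; normalized against plate controls of thapsigargin alone and 5% DMSO vehicle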
KOR beta-arrestin-2: KOR agonists, beta-arrestin recruitment, primary screen, cell-based, luminescence, uHTS (AID 1777) | Kappa-type opioid receptor (Homo sapiens) | KOR beta-arrestin recruitment, luminescence; higher % means a stronger effect | activation, % at 10 µM; hits with a dose series show EC50 in µM | hit rate 0.02% among 280,000; in the data active means activation above about 50%, passing the limit was not always enough; further: a part of the inactive calls stands beside numbers as strong as those of hits
NOD2 inhibition: NOD2 signaling inhibitors, cell-based, luminescence, uHTS, HEK293 (AID 1566); HEK293 NOD2/NF-kB luciferase reporter, luminescence; higher % means a stronger effect; one-dose inhibition, % at 4 µM; EC50 in µM for titrated hits; hit rate 0.63% among 290,000; further: many of its hits are not listed in these tables
GPR55 activation: GPR55 agonists via beta-arrestin recruitment, primary screen, imaging, U2OS cells, beta-arrestin-GFP redistribution (AID 1961) | G-protein coupled receptor 55 (Homo sapiens) | U2OS GPR55 beta-arrestin-GFP redistribution imaging; higher % means a stronger effect | activation, % at 10 µM; hits with a dose series show EC50 in µM | hit rate 0.048% among 290,000;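 active means activation above 40% with more than 50 cells counted in the well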;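 further: U2OS osteosarcoma cells stably expressing GPR55 and beta-arrestin-GFP; plate controls were DMSO negative control for no effect and LPI positive control for full effect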
NTR1 ag: agonists of NTR1, primary screen, imaging, U2OS cells, beta-arrestin-GFP, high content (AID 493036); NTR1-U2OS beta-arrestin-GFP spot imaging, agonist mode; activation, % at 20 µM; hit rate 0.17% among 330,000; Neurotensin receptor type 1 (Homo sapiens), P30989;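 active means activation at or above 40% of the spot to cytoplasm intensity ratio, with at least 20 cells analyzed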;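 further: 0% = DMSO without peptide and 100% = 100 nM NTR1 peptide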
Target sequence (P30989 whole entry, looked up): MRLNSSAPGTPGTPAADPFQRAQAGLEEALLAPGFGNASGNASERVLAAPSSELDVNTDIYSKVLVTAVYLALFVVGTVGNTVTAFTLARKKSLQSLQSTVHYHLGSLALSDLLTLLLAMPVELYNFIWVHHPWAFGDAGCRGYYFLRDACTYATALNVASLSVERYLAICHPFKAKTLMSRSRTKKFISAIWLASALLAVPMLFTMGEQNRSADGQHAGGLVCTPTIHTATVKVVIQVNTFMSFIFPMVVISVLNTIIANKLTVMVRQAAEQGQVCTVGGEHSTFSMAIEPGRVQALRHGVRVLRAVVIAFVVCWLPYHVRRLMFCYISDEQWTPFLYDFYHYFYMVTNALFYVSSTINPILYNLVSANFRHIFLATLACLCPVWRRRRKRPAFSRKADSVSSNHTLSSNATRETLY
NOD1 NF-kB reporter: NOD1 signaling inhibitors, primary screen, cell-based, luminescence, uHTS (AID 1578); hit rate 1% among 290,000; NOD1-driven NF-kB luciferase reporter cells, luminescence; higher % means a stronger effect; one-dose inhibition, % at 4 µM; EC50 in µM for titrated hits; in the data active means inhibition mostly above about 36%, no sharp cut-off; inactive means mostly below about 34%;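 further: HEK-293T reporter cells stimulated with the NOD1 agonist gamma-tri-DAP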
TNAP activation fold: human TNAP enzyme activators, primary screen, biochemical, luminescent, no phosphate acceptor, uHTS (AID 1001). Alkaline phosphatase, tissue-nonspecific isozyme (Homo sapiens). hit rate 0.03% among 200,000. purified TNAP, luminescent activation assay, no phosphate acceptor; higher activation fold means a stronger effect. one-dose activation fold at 20 µM; EC50 in µM for titrated hits; in the data active means activation fold from about 3, or a potency from the dose series; inactive means the rest, 99 in 100 with activation fold below about 1.6; further: many of its hits are not listed in these tables
Yfh1-off respiration: enhancers of respiration in Yfh1-depleted yeast, dose response, Friedreich's ataxia, plus single-dose screen (AID 1465). S. cerevisiae Yfh1-off respiration, WST-1 reduction, 72 h; higher fold induction means a stronger effect. fold induction at 50 µM, or EC50 in µM where a hit was titrated. hit rate 0.074% among 220,000;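 active means fold induction of absorbance versus untreated yeast above a set limit, then at least 30% activation at any dose in follow-up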;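 further: activators that raise dye reduction in frataxin-depleted yeast; strong numbers were not always called active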
NTR1 ag cell count 20 µM: second read-out of NTR1 ag, no call of its own (marks repeat the call); cell count; measured here: cell count, cytotoxicity flag
The depositor's hits bear a star; i = inactive; · = no result given; [ ] = another dose, or the depositor's remark. Unless noted, no stated cut-off is given here; in the data, active means inhibition above about 50%; inactive means the rest. Only part of the results is shown. The share of hits here may be higher or lower than overall.

SMILES | KOR beta-arrestin-1 | ER stress rescue | KOR beta-arrestin-2 | NOD2 inhibition | GPR55 activation | NTR1 ag | NTR1 ag cell count 20 µM | NOD1 NF-kB reporter | TNAP activation fold | Yfh1-off respiration
COC(=O)c1ccc(-n2c(C)ccc2-c2ccccc2)cc1 | 6% | -1.7% | 0.4% | 18% | 0.3% | 3.9 | 71 | 20% | 1.1 | i
Cc1cccc(N2CCN(Cc3nc(-c4ccc(F)cc4F)oc3C)CC2)n1 | -6% | 0.4% | · | 1% | -0.1% | 0.3 | 71 | -6% | 1 | i
CC1(C)CC(=O)c2cc(C(=O)Nn3cnnc3)c(=O)n(-c3ccccc3)c2C1 | -6% | -0.2% | -4.2% | 9% | -0.1% | -0.2 | 51 | -9% | 1.1 | i
O=C(Nc1nnc(-c2ccc(Cl)cc2)o1)c1ccc(N2C(=O)CCC2=O)cc1 | 14% | -3.4% | 2.5% | 5% | 0.5% | 0.0 | 31 | -9% | 0.9 | i
COc1ccccc1-n1c(Cc2cccs2)n[nH]c1=S | -30% | -0.7% | 1.3% | -51% | -0.1% | -1.1 | 84 | -6% | 0.9 | i
Cc1ccc(C)c(N2CCN(C(=O)Cn3c(=O)oc4cc(S(=O)(=O)N5CCCC5)ccc43)CC2)c1 | 6%[20 µM] | · | -0.3% | 36% | -0.1% | 4.5 | 43 | -2% | · | ·
CCOC(=O)c1c(NC(=O)C2CCCN(S(=O)(=O)c3ccccc3)C2)sc2c1CCCC2 (configuration not stated) | 10% | 6.1% | 4.1% | 17% | 0.0% | 0.1 | 61 | 25% | 1.1 | i
CCCOc1ccc(/C=C/C(=O)O)cc1OC | 21% | -0.3% | -2.3% | 2% | -0.3% | 0.4 | 39 | -24% | 1 | i
CCOC(=O)c1ccc(NC(=O)c2ccccc2N(C)S(=O)(=O)c2ccccc2)cc1 | 26% | 4.5% | -0.9% | 13% | 0.3% | -0.7 | 75 | -18% | 1.1 | i
COc1ccc(C2=NS(=O)(=O)N(C)C(C(=O)Nc3ccc(C(C)=O)cc3)=C2)cc1OC | -5% | · | -2.9% | 32% | -0.1% | 4.9 | 45 | -9% | · | ·
Cc1nc2c(-c3ccc(F)cc3)c(C)nn2c(C)c1CCC(=O)Nc1ccccc1F | 13% | · | 0.7% | 22% | -0.1% | 10 | 64 | -7% | · | i
Cc1ccc(/C=C2/Sc3ccc(C(=O)NCCN4CCOCC4)cc3NC2=O)cc1 | -14% | · | 3.9% | 16% | -0.4% | 1.5 | 47 | -13% | · | ·
COCCN(C(=O)CSc1nnc(-c2cccc(OC)c2)n1C)c1c(N)n(Cc2ccccc2)c(=O)[nH]c1=O | 18% | -1.1% | -7.1% | 12% | 0.3% | 1.1 | 64 | -12% | 1.1 | i
C=CCOc1ccc(/C=N/NC(C)=O)cc1OCC | -37%[20 µM] | -0.7% | · | 11% | -0.2% | 2.0 | 32 | -31% | 1 | i
CCOC(=O)N1CCN(C(=O)/C=C/c2ccc3c(c2)OCO3)CC1 | 2% | 2.8% | 11% | 9% | 0.5% | 4.9 | 38 | -19% | 1.1 | i
COc1ccc(-c2nnc(NC(=O)c3ccc4c(c3)OCCO4)o2)cc1 | 30% | · | -3.1% | 33% | -0.3% | 2.5 | 63 | 8% | · | ·
CC(C)(CO)NC(=O)c1ccc2nc(Cc3cccc(Cl)c3)oc2c1 | -26%[20 µM] | · | 2.6% | -15% | 0.7% | -0.2 | 68 | -33% | · | ·
Cn1cccc1CC(=O)N/N=C/c1cc([N+](=O)[O-])ccc1Cl | 17%[20 µM] | -0.7% | -2.9% | 17% | 0.3% | 1.1 | 21 | 11% | 1.1 | i
COc1nn(CC(=O)N2N=C(C)CC2(O)C(F)(F)F)cc1[N+](=O)[O-] (configuration not stated) | 11% | 2.2% | -6.0% | 20% | 0.3% | -0.8 | 96 | -21% | 1.1 | i
NC1=NC2(CCCCCC2)n2c(nc3ccccc32)N1 | 1% | 0.9% | -1.6% | -4% | -0.1% | 3.2 | 83 | -8% | 1.2 | i
CCCCCc1ccc(C(=O)CCCC)c(=S)[nH]1 | 6% | -1.7% | -3.6% | 4% | 0.6% | 1.0 | 41 | -31% | 1.1 | i
COc1ccc(-n2ncc3c2CC(C)(C)CC3NC(=O)c2oc(C)cc2C)cc1 (configuration not stated) | -15% | · | -2.9% | 18% | -0.1% | 3.8 | 62 | 8% | · | ·
CC12CN3CC(C)(CN(C1)C3c1ccc([N+](=O)[O-])o1)C2=O (configuration not stated) | -16%[20 µM] | -1.7% | -0.1% | 17% | -0.3% | 9.1 | 82 | -28% | 1.1 | i
NC(=O)CC(NC(=O)c1cccc(Br)c1)c1ccc(N2CCC(Br)CC2)c([N+](=O)[O-])c1 (configuration not stated) | -25%[20 µM] | · | 1.5% | 11% | 0.4% | 0.3 | 55 | -18% | · | ·

Single records, from the list above:
`CCCOc1ccc(/C=C/C(=O)O)cc1OC` as listed: KOR beta-arrestin-1: 21%; ER stress rescue: -0.3%; KOR beta-arrestin-2: -2.3%; NOD2 inhibition: 2%; GPR55 activation: -0.3%; NTR1 ag: 0.4; NTR1 ag cell count 20 µM: 39; NOD1 NF-kB reporter: -24%; TNAP activation fold: 1; Yfh1-off respiration: i
`CCCCCc1ccc(C(=O)CCCC)c(=S)[nH]1` as listed: KOR beta-arrestin-1: 6%; ER stress rescue: -1.7%; KOR beta-arrestin-2: -3.6%; NOD2 inhibition: 4%; GPR55 activation: 0.6%; NTR1 ag: 1.0; NTR1 ag cell count 20 µM: 41; NOD1 NF-kB reporter: -31%; TNAP activation fold: 1.1; Yfh1-off respiration: i

Going on with the list.
SMILES | KOR beta-arrestin-1 | ER stress rescue | KOR beta-arrestin-2 | NOD2 inhibition | GPR55 activation | NTR1 ag | NTR1 ag cell count 20 µM | NOD1 NF-kB reporter | TNAP activation fold | Yfh1-off respiration
O=C(NCCc1ccccc1)C(=O)N/N=C/c1ccc2c(c1)OCO2 | -7% | -1.1% | -2.4% | -44% | -0.1% | 3.0 | 37 | 11% | 1.1 | i
O=c1[nH]c2cc3c(cc2cc1CN(Cc1ccccc1)Cc1nnnn1Cc1ccco1)OCCO3 | -22% | 0.0% | -10% | -10% | 0.2% | · | · | -13% | 0.9 | i
COc1cc(/C=C/C(=O)OCC(=O)NC(=O)NC(C)C)cc(S(=O)(=O)N2CCc3ccccc32)c1OC | 2% | -0.3% | 6.6% | 22% | 1.7% | 14 | 48 | -32% | 1.1 | i
CC1CC(C)CN(c2ncnc3c2cnn3-c2ccc(Cl)cc2)C1 (configuration not stated) | 14% | -1.2% | -3.3% | 28% | 0.0% | 7.0 | 79 | 1% | 1.1 | i
CCCCn1c(N)c(N(CC)C(=O)CSCc2ccc(C)cc2)c(=O)[nH]c1=O | -22% | · | 5.9% | 1% | -0.1% | 0.0 | 71 | -28% | · | ·
COc1ccccc1N1CCN(S(=O)(=O)c2ccc3c(c2)NC(=O)C(C)C(=O)N3)CC1 (configuration not stated) | -26%[20 µM] | · | -3.0% | 19% | -0.1% | -1.6 | 36 | -9% | · | ·
COc1cc(/C=N/N2CCN(c3ccc(Cl)cc3)CC2)cc(OC)c1OC(C)=O | -31%[20 µM] | · | 1.7% | -2% | -0.3% | 4.2 | 45 | -16% | · | ·
O=C(CC1(O)C(=O)Nc2ccccc21)c1ccc(-n2cnnn2)cc1 (configuration not stated) | 22% | -0.2% | -3.8% | 4% | 0.0% | 0.7 | 60 | -38% | 1.1 | i
COc1ccccc1NC(=O)Nc1ccnn1C1CCCCC1 | 2% | -1.6% | -4.7% | 12% | 0.0% | -1.2 | 37 | 26% | 1.1 | i
COc1ccc(-c2csc(NC(=S)NC(=O)c3ccccc3)n2)cc1Br | 2% | · | 0.0% | -14% | -0.1% | 4.1 | 57 | -12% | · | i
CC(=O)Nc1ccc(-c2cc(-c3ccccc3)nc(-c3ccccc3)n2)cc1 | 15% | -2.2% | 23% | 30% | -0.2% | 3.9 | 48 | -20% | 1.1 | i
Cc1ccc2nc(C)c(C(=O)O)cc2c1 | 26% | -0.4% | -1.4% | -12% | -0.3% | -0.8 | 91 | 23% | 1.1 | i
CCOc1ccc(OCC)c(NC(=O)Cn2c(C)nc3ccccc3c2=O)c1 | -19% | -2.7% | -1.8% | 12% | -0.6% | 5.3 | 39 | 8% | 1.1 | i
O=C(O)c1ccc(/C=C2\SC(=S)N(Nc3ccccc3)C2=O)cc1 | 22% | · | -0.3% | -10% | -0.1% | 5.5 | 57 | 5% | · | i
COc1ccc(Cl)cc1NC(=O)CC(C)c1ccccc1 (configuration not stated) | 17% | -1.2% | -5.0% | 9% | 0.6% | 4.1 | 62 | -6% | 1.1 | i
O=C(Oc1ccc(C(=S)N2CCCCC2)cc1)c1ccccc1 | -10% | -0.4% | · | -10% | -0.1% | 3.3 | 47 | -32% | 1 | i
Cn1c(CN2CCCC2)nc2cc(NS(=O)(=O)c3ccc(Cl)cc3)ccc21 | -2% | 4.5% | -0.2% | 17% | 0.3% | -0.5 | 42 | -21% | 1 | i
O=C(NC1CCCC1)C1=COCCO1 | -5% | -2.2% | -2.4% | -5% | 0.0% | -1.8 | 51 | 4% | 1.1 | i
CCN1C(=S)SC(=O)C1=C1C=C(C)N(CCOC)C(C)=C1 | -40% | -0.4% | 3.2% | -61% | 0.6% | · | · | -56% | 0.8 | ·
Cc1cccc(NC(=O)CSc2nnc(NC(=O)CN3CCOCC3)s2)c1 | -17% | -1.0% | -7.9% | 7% | 1.1% | 2.3 | 58 | 6% | 1.1 | i
NS(=O)(=O)c1cccc(NC(=O)CN2CCN(Cc3ccc4c(c3)OCO4)CC2)c1 | -26% | 0.0% | 2.4% | -5% | 0.2% | 0.2 | 52 | -19% | 1 | i
COc1ccc(Cl)cc1S(=O)(=O)N1CCN=C1c1ccccc1 | -9% | · | 7.2% | -3% | 0.3% | 0.1 | 68 | -25% | · | ·
COc1ccc(-n2c(SCc3cccnc3)nc3c(c2=O)SCC3)cc1OC | -25% | -0.8% | -1.5% | 26% | -0.3% | · | · | -29% | 1 | i
O=C(O)CCC(=O)Nc1ccc(-c2nc3ccc(C(=O)c4ccccc4)cc3[nH]2)cc1 | 2%[20 µM] | · | -2.4% | -16% | -0.2% | 0.0 | 68 | -33% | · | ·
CCOc1ccc(N2C(=O)CC(N3CCOCC3)C2=O)cc1 (configuration not stated) | -35% | -2.5% | -7.2% | 11% | 0.7% | -0.7 | 47 | 0% | 1 | i
COc1ccc(C2(C(=O)Nc3c(C)n(C)n(-c4ccccc4)c3=O)CCCC2)cc1OC | 20% | -0.6% | -3.5% | -2% | -0.1% | -1.1 | 18 | -46% | 1 | i
O=C(Nc1ccccc1)c1ccc(S(=O)(=O)N(CCO)CCO)cc1 | 11% | -1.9% | 0.9% | -6% | -0.1% | -0.4 | 84 | -14% | 1.1 | i
CNS(=O)(=O)c1cccc(C(=O)OCC(=O)Nc2ccccc2F)c1 | 4% | 0.0% | -17% | 16% | -0.4% | -0.4 | 55 | -19% | 1.1 | i
